# ERG-DNA inh = inhibitors of human ERG Ets domain-DNA interaction. P11308. fluorescence polarization, His-ERG Ets domain / labelled DNA. Potency, µM (doses to about 76.9 µM), for the others: top-dose FP activity, negative = inhibition, usual class: inhibitors. 370,000 tested, 0.028% active. AID 624246; active means well fitted inhibition curve with a large enough effect in the polarisation, with a control signal flat; inconclusive means small, poorly fitted or top-dose-only effect, or effect the other way, or a change in a side signal; inactive means no such curve, though single readings can be large or run the other way; the % refers to the polarisation;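 further: polarization taken with two DNA probes labelled with fluorescein and Texas red; potency means the concentration at half of the fitted maximal effect; % of control where 0% means no effect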
#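 His-tagged ERG Ets domain (1 uM in the protein solution; 300mM KCl, 50mM Tris-HCl, 1mM EDTA, 1mM DTT, pH 7.5) received compound, then a probe mix of 5 nM fluorescein-DNA and 100nM Texas-615-DNA. Fluorescence polarization was read for both dyes.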
# POLK inh = inhibitors of human DNA polymerase kappa. Q9UBT6. purified Pol kappa, fluorescent DNA synthesis assay, 10 min. Potency, µM (top dose mostly 107 µM), for the others: top-dose activity, negative = inhibition, actives largely listed as inhibitors. 400,000 tested, 0.53% active. AID 588579; further: potency means the concentration at half of the fitted maximal effect; on the % scale 0 is the no-effect control and ±100 the full control effect
#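 10 nM Pol kappa preincubated 15 min at room temperature with compounds, then reaction started with substrate at 50 nM final. Fluorescence read kinetically at 0 and 10 min; buffer-only wells served as negative control.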
# APEX1 inh = APE1 (human) endonuclease inhibition; AID 2517; P27695; recombinant APE1, TAMRA/BHQ-2 abasic DNA cleavage fluorescence; Potency, µM (top dose mostly 65.8 µM), for inactives: top-dose activity change, negative = inhibition, hits mostly inhibitors; 350,000 tested, 0.35% active;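 further: potency means the concentration at half of the fitted maximal effect; plate controls were vehicle for no effect and reference inhibitor for full effect; nearly all actives have a fitted effect of over 55% in size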
# Target sequence (P27695 whole entry, looked up): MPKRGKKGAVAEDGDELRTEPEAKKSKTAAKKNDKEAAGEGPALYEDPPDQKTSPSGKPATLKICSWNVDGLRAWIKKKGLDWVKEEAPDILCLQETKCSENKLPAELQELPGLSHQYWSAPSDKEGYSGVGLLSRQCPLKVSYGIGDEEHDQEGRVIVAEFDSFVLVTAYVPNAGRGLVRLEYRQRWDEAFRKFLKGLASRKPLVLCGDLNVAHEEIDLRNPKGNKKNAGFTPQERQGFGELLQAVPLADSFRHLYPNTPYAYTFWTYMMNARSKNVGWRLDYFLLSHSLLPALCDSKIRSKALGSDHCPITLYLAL
#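 Measures dequenching upon AP-site incision of a 5'-TAMRA/3'-BHQ-2 THF-containing duplex, 50 nM; human APE1 0.75 nM after 15 min room-temperature exposure to compound; kinetic three-point read at one-minute spacing.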
# POLH inh = blocks human DNA polymerase eta activity. Q9Y253. recombinant Pol eta, fluorescent DNA replication assay. Potency, µM (titrated, usually from 114 µM), without a hit: at the highest dose activity change, negative = inhibition, usual class: inhibitors. 390,000 tested, 1.2% active. AID 588591; further: potency means the concentration at half of the fitted maximal effect; on the % scale 0 is the no-effect control and ±100 the full control effect
#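 Pol eta (10 nM) was preincubated with compounds for 15 min at room temperature, after which fluorescent replication substrate (50 nM final) was added to start the reaction. Fluorescence was read kinetically at 0 and 10 min.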
# Anesthetic bind = candidate novel general anesthetic via apoferritin binding; P02791; apoferritin/1-aminoanthracene competitive binding, fluorescence; Potency, µM (doses to about 77.5 µM), for inactives: at the top dose activity change, negative = displacement, actives largely listed as inhibitors; 350,000 tested, 0.074% active; further: potency means the concentration at half of the fitted maximal effect; on the % scale 0 is the no-effect control and ±100 the full control effect; nearly all actives have a fitted effect of over 20% in size
# Target sequence (P02791 2-175 limits assumed): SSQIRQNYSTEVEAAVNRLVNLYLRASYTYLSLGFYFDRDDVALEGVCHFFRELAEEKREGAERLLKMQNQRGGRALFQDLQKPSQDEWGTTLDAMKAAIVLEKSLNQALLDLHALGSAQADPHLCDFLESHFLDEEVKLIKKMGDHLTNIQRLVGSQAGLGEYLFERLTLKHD
#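 Horse-spleen apoferritin (10 uM) was mixed with 50% saturated 1-aminoanthracene in PBS, exposed to compounds for 10 min at room temperature, and read for fluorescence (ex 380 nm, em 535 nm). Competitive displacement was fitted with a four-parameter Hill equation.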
# 12-LOX inh = inhibitors of human 12S-lipoxygenase ALOX12; P18054; purified 12hLO, xylenol orange hydroperoxide absorbance; Potency, µM (highest dose often 108 µM), for the others: at the top dose activity change, negative = inhibition, most hits filed as inhibitors; 580,000 tested, 1.1% active; further: potency means the concentration at half of the fitted maximal effect; on the % scale 0 is the no-effect control and ±100 the full control effect
#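 Purified human 12hLO at 150 nM in 25 mM Hepes, 0.01% Triton X-100, pH 7.0, preincubated 15 min at room temperature with compound. Reaction started with 40 uM arachidonic acid, 30 min at room temperature. Hydroperoxide measured by Fe-xylenol orange, 573/405 nm absorbance ratio.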
# POLB inh = blocks human DNA polymerase beta activity. P06746. Pol beta primer extension/strand displacement, fluorescence kinetic. Potency, µM (doses to about 114 µM), for the others: top-dose activity change, negative = inhibition, most hits filed as inhibitors. 340,000 tested, 1.3% active. AID 485314; further: potency means the concentration at half of the fitted maximal effect; on the % scale 0 is the no-effect control and ±100 the full control effect
#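 10 nM enzyme + cpd, 15 min RT; start with substrate 50 nM final; read 0 min and after 10 min RT. Corrected, normalized data; 4-parameter Hill curve fit.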
# RGS4 inh = inhibitors of human regulator of G protein signaling 4 | P49798 | Transcreener GDP fluorescence polarization, RGS4-accelerated GTP hydrolysis | Potency, µM (series often up to 114 µM), without a hit: at the highest dose activity change, negative = inhibition, usual class: inhibitors | 390,000 tested, 0.039% active | AID 504845; further: potency means the concentration at half of the fitted maximal effect; on the % scale 0 is the no-effect control and ±100 the full control effect; nearly all actives have a fitted effect of over 75% in size; some results filed as inactive show a strong effect at the top dose
# Target sequence (P49798 whole entry, looked up): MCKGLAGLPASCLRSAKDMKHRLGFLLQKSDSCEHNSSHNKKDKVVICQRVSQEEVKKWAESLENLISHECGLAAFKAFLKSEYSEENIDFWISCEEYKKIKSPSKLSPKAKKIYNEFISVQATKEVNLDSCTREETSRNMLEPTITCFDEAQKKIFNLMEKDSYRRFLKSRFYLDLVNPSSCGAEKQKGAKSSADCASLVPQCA
#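 MLSMR compounds (23 nl, pin-transferred) preincubated 10 min at room temperature with a 500nM (2x) first reagent, then RGS4 at 900nM (2x) plus Transcreener GDP mix added; fluorescence polarization (620/688 nm) read before and after 90 min at 30 °C.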
# LDHA block = LDHA (human) enzyme inhibition; P00338; purified LDHA, NADH/diaphorase-resazurin fluorescence; hits give low values; activity change, % (values are at about 110 or 230 µM); 480,000 tested, 0.15% active; AID 1347041; in the data active means activity change below about -30%; inconclusive means mostly about -25% to -30%;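 further: plate controls were DMSO wells for no effect and wells without enzyme for full effect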
#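 Enzyme activity of human lactate dehydrogenase 5 (2 nM; 0.06 mM NADH, 0.2 mM pyruvate, 5 min, RT) is measured via a resazurin/diaphorase fluorescence readout of residual NADH.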
# * marks the source's active call; other numbers are inactive results; ? = inconclusive; · = no result given; & = joins results of further samples; [ ] = remark or other dose. Unless noted, the call rests on the fitted dose curve; in most records, active means well fitted curve in the direction sought with a large enough effect; inconclusive means small, poorly fitted or top-dose-only effect, or another doubt; inactive means no such curve, though single readings can be large; an effect the other way counts as inactive or inconclusive.
SMILES,ERG-DNA inh,POLK inh,APEX1 inh,POLH inh,Anesthetic bind,12-LOX inh,POLB inh,RGS4 inh,LDHA block
O=C(COC(=O)CC1CCCC1)Nc1ccc(OC(F)F)cc1,-9%,-2%,?,-24%,-4%,-3%,0%,18%,-2
CCOC(=O)C1C(c2cccnc2)NC(=O)NC1(O)C(F)(F)F (stereo not given),-8%,-4%,18%,-10%,1%,9%,34%[activator],-11%,-2
CCOC(=O)Cc1nnc(NC(=O)CSc2nnc3c4ccccc4n(C(C)C)c3n2)s1,-10%,-20%,8%,?,-15%,0%,-1%,-27%,2
CCOc1ccc(C(=O)CC(C(=O)O)N2CCN(Cc3ccccc3)CC2)cc1 (stereo not given),-4%,-15%,-10%,6%,·,·,·,-48%,-14
NC1=NC(c2ccccc2Cl)n2c(nc3ccccc32)N1 (stereo not given),2%,7%,0%,-10%,-15%,-26%,13%,-8%,-2
O=C1c2ccccc2C(=O)N1CCCCSc1nc2ccccc2c(=O)n1CCCN1CCOCC1,9%,-15%,-6%,-20%,-12%,4%,4%,-10%,-3
Cc1ccc(/C=N/NC(=O)c2cccc(S(=O)(=O)Nc3cccc(Cl)c3)c2)o1,5%,-20%,3%,10%,-11%,-9%,-17%,33%,-11
CCN(c1ccccc1)S(=O)(=O)c1ccc(NC(=O)c2nc(SC)ncc2Cl)cc1,0%,0%,·,-23%,?,-18%,-22%,-4%,3
OCCn1nc2c3ccccc3nc-2n(-c2ccccc2)c1=S,-1%,-12%,-2%,-3%,-21%,?,-2%,?,-1
O=C(C1CC(=O)N(c2ccc(F)cc2)C1)N1CCCCCC1 (stereo not given),-2%,?,36%,4%,-5%,?,15%,2%,-16
COCCSc1nnc(NC(=O)c2ccc(OC)c([N+](=O)[O-])c2)s1,3%,-5%,2%,-19%,-1%,0%,23%,13%[56.9 µM],-12
CC1CCCC(NC(=O)COC(=O)c2ccc(Br)o2)C1C (stereo not given),1%,0%,-6%,-3%,·,?,·,-5%,-9
Cc1ccc(NC(=O)C(C)SCc2ccccc2)cc1 (stereo not given),-18%,-18%,29%,-3%,-17%,-10%,-14%,-10%,-1
CCC(OC(=O)c1cccs1)C(=O)NCc1ccco1 (stereo not given),0%,-12%,-3%,19%,2%,9%,-15%,19%,1
CSCCC(NS(=O)(=O)c1ccc(Cl)cc1)C(=O)OCc1cccc(Cl)c1 (stereo not given),-9%,-8%,-6%,-29%,-9%,?,4%,-11%,-1
CCOC(=O)CNC(=O)OC1CCN2Cc3ccccc3N=C12 (stereo not given),-6%,5%,-10%,-15%,25%,53%,27%,-1%,0
O=C(CCC(=O)NCCO)NCCO,4%,7%,6%,-24%,1%,2%,4%,-1%,-6
O=C(CN1C(=O)c2cccc3cccc1c23)Nc1ccccc1C(=O)NCc1ccco1,-3%,-12%,·,4%,·,31%[57.4 µM],·,11%,1
CC(C)COc1cccc(C(=O)Nc2cc(S(=O)(=O)N3CCOCC3)ccc2N2CCCC2)c1,-3%,-28%,·,-21%,·,493%[activator],·,?,-4
CCOc1cc(S(=O)(=O)NCCCN2CCOCC2)ccc1F,16%,-11%,-9%,-9%,-5%,-2%,-1%,-6%,0
Cc1nnc2sc(-c3cccc4ccccc34)nn12,1%,-23%,-6%,3%,-22%,-2%,4%,-13%,-11
Cc1cc(C(=O)OCC(=O)N(C)c2ccccc2)c2ccccc2n1,8%,1%,-4%,-7%,·,0%&-23%,·,15%,-4&-1
CCN(CC)CCNC(=O)c1cc2c(-c3ccc(Cl)cc3)nn(C)c2s1,13%,-17%,-11%,10%,-16%,?,16µM*,-19%,4
CC(OC(=O)C1=Cc2ccccc2OC1)C(=O)NCC1CCCO1 (stereo not given),10%,?,·,-10%,·,?,·,?,4
CSc1nnc(-c2ccc(Cl)cc2Cl)o1,9%,-13%,0%,-15%,-20%,153%[activator],-2%,-17%,-3
CCOc1cc(/C=N/NC(=O)c2ccncc2)ccc1OS(C)(=O)=O,·,-1%,14%,-3%,2%,-2%,29%,-2%,-1
COCCOC(=O)C1=C(C)NC(=O)NC1c1c(F)cccc1Cl (stereo not given),·,-5%,0%,3%,-8%,1%,18%,2%,1
COC(=O)C1=C(C)N(c2ccc(Cl)cc2)/C(=C/c2cccs2)C1=O,·,-4%,1%,-6%,-4%,1%,0%,12%,-12
CCOC(=O)C1(C#N)Cc2ccccc2C1,-4%,-6%,·,-9%,·,-1%,·,5%,-1
COc1cccc(CNCC(=O)Nc2ccc(N3CCOCC3)cc2)c1,-1%,-6%,0%,-12%,-16%,-15%,?,-17%,-14
CCOC(=O)c1c(NC(C)=O)c2c3c(sc2n1Cc1nc(-c2cccc(C)c2)oc1C)CCCC3,1%,-3%,·,·,2%,?,0%,-10%,-3
O=C1c2ccccc2C(=O)N1c1ccccc1,-4%,5%,·,-11%,·,0%,·,6%,-3
CCCCNC(=O)CCC(=O)NNc1nc2ccccc2c2nc(C)nn12,?,-2%&-11%,-2%,-6%&-12%,-2%&-4%,-18%&22%,47%&2%,3%&-8%,2&0
CC(NC(=O)Cc1ccccc1F)c1ccc(F)cc1 (stereo not given),-9%,-12%,-2%,-8%,-19%,0%,-10%,?,-5
C=CCOc1ccc(CNc2nccs2)cc1OC,9%,7%,18%,-17%,-10%,15%,16%,-11%,0
CCS(=O)c1ccccc1C(=O)OCC(=O)Nc1ccc2ccccc2c1 (stereo not given),0%,-1%,10%,-11%,·,-3%,·,-11%,-1

# Copied from the entries so far, 4 compounds:
SMILES,ERG-DNA inh,POLK inh,APEX1 inh,POLH inh,Anesthetic bind,12-LOX inh,POLB inh,RGS4 inh,LDHA block
COCCOC(=O)C1=C(C)NC(=O)NC1c1c(F)cccc1Cl (stereo not given),·,-5%,0%,3%,-8%,1%,18%,2%,1
COC(=O)C1=C(C)N(c2ccc(Cl)cc2)/C(=C/c2cccs2)C1=O,·,-4%,1%,-6%,-4%,1%,0%,12%,-12
CCOC(=O)C1(C#N)Cc2ccccc2C1,-4%,-6%,·,-9%,·,-1%,·,5%,-1
COc1cccc(CNCC(=O)Nc2ccc(N3CCOCC3)cc2)c1,-1%,-6%,0%,-12%,-16%,-15%,?,-17%,-14

# Remaining list, next part:
SMILES,ERG-DNA inh,POLK inh,APEX1 inh,POLH inh,Anesthetic bind,12-LOX inh,POLB inh,RGS4 inh,LDHA block
O=C(N[C@@H](Cc1ccccc1)C(=O)NCc1ccc(F)cc1)C1CCNCC1,-5%,-12%,16%,-18%,3%,15%,3%,11%,-11
Cc1ccc(-c2nc(Nc3ccccc3)n[nH]2)cc1,-6%,-4%,-5%,-6%,-7%,-24%,9%,-5%,0
COc1ccc(-n2c(-c3ccccc3)nc(=S)c3c2CCCC3)cc1,0%,-10%,0%,-22%,-14%,?,36%,21%,1
COc1cccc(CNc2sc3c(c2C(=O)Nc2ccc(OC)cc2OC)CCC3)c1,-11%,-9%[60.1 µM],·,-8%,-7%,5%,-1%,?,2
O=C(Nn1cnnc1)C(c1ccccc1)c1ccccc1,-6%,-6%,-12%,-23%,0%,-1%,7%,3%[11.4 µM],1
CCc1ccc(N2CC(C)Cn3c2nc2c3c(=O)n(CC(=O)O)c(=O)n2C)cc1 (stereo not given),-5%,-3%,·,0%,-7%,-18%,0%,14%,0
Cc1ccc(CN2CCN(CC(=O)NCc3ccccc3Cl)C2=O)cc1,-1%,4%,·,-6%,-7%,-8%,5%,-3%,-9
Cc1cc(Nc2ccc(C)c(Br)c2)n2nc(C)nc2n1,-9%,-21%,-1%,-21%,6%,-106%,23%,-15%,-1
CCOC(=O)c1ccc(NC(=O)C2CCN(S(=O)(=O)Cc3ccccc3)CC2)cc1,-5%,0%,·,-12%,136%[activator],-20%,3%,19%,-4
COc1cccc(CNC(=O)CCC2CCCN(C(=O)c3cc(C4CC4)[nH]n3)C2)c1 (stereo not given),-7%,7%[60.1 µM],-3%,-2%,-2%,-9%,-1%,-15%,0
COc1ccc(-c2cc(CCCC(=O)N3CCN(c4ccc(OC)cc4)CC3)no2)cc1,0%,-6%,-4%,-16%,-10%,8%,9%,-28%,1
Nc1nc2nc(-c3ccc(F)cc3)cc(C(F)(F)F)n2n1,0%,-10%,0%,-14%,413%[activator],491%[activator],6%,-18%,-5
Cc1ccc(NC(=O)CN(C)C(=O)CSc2ccccc2F)cc1,9%,-4%,7%,-9%,·,?,·,-50%,3
CCCC(C)c1nnc(NC(=O)COc2ccc3c(c2)OCO3)s1 (stereo not given),-2%,-16%,28%,5%,-20%,0%,-1%,0%,4
COc1ccc(-n2c(SCC(=O)NNC(=O)c3ccccc3C)nnc2-c2ccncc2)cc1,0%,-11%,0%,-10%,-12%,2%,0%,-3%,0
O=C(NCC1CCCO1)/C(=C/c1ccccc1)NC(=O)c1ccccc1 (stereo not given),-1%,0%,0%,-8%,-2%,-5%,8%,?,-4
O=C(CN1CCN(c2nc(-c3ccccc3)cs2)CC1)NNC(=O)c1ccco1,-4%,-6%,-5%,-15%,-11%,-1%,0%,-26%,0
COc1ccc2c(CC#N)c[nH]c2c1,12%,-7%,18%,-2%,-2%,?,0%,-13%,4
O=C(/N=C1/c2ccccc2CN1c1ccccc1)Nc1ccccc1,10%,-5%,8%,-18%,6%,-4%,17%,3%,-2

# A portion of the library; the hit share may differ from the screen's.
